Screens (PubChem BioAssay)
KCNH2 WT inh – qHTS for Inhibitors of KCHN2 3.1: Wildtype qHTS; U2OS, BacMam KCNH2, thallium flux FluxOr; hits give low values; activity change, % at 1.84 µM; actives 0.37% (n = 340,000); AID 720551, 2013;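 active means maximum activity change below -70%; inconclusive means maximum activity change between -70% and -50%; inactive means maximum activity change above -50%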
Target sequence (Q12809 whole entry, looked up): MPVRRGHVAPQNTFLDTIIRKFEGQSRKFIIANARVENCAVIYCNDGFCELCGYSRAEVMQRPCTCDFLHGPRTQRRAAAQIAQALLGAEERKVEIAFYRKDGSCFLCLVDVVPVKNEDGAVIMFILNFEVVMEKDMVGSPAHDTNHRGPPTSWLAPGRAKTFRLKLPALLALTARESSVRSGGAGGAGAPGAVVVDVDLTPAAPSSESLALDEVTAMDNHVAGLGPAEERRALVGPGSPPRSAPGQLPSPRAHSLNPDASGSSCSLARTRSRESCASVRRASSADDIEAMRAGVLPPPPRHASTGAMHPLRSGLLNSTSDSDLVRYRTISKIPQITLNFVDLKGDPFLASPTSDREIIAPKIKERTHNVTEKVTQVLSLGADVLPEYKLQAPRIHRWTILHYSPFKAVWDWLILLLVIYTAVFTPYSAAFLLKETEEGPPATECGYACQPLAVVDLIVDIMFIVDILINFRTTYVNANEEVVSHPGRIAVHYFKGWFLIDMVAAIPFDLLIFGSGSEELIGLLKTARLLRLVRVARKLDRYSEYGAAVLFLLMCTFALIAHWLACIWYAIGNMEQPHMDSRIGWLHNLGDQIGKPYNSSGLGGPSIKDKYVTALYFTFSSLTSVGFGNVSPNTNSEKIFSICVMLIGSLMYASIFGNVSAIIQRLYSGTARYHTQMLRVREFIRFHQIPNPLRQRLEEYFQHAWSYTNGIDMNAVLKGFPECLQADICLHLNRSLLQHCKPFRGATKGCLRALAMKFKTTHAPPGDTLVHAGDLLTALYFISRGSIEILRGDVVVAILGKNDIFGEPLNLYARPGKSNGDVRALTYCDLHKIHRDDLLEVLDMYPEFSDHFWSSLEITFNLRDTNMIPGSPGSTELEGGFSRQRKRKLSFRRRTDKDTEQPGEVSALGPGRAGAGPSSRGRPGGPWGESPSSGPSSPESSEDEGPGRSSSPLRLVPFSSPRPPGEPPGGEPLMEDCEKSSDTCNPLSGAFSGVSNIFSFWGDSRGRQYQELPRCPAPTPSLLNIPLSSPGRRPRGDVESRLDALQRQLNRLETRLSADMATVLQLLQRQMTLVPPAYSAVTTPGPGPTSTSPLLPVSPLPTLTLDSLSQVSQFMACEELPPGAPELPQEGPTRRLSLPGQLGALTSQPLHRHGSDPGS
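U2OS cells transduced with wild-type KCNH2 virus are loaded with FluxOr dye for 45 min, and thallium flux is measured in kinetic reads before and after stimulation buffer. Rate constants are normalized to DMSO controls.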
USP2a block – qHTS Assay for Inhibitors of Ubiquitin-specific Protease USP2a Using CHOP2 as the Reporter. Ubiquitin carboxyl-terminal hydrolase 2 (Homo sapiens), O75604. USP2 core, Ub-CHOP2 coupled fluorogenic reporter, 485/531. Potency, µM (series often up to 38.3 µM), for the others: at the top dose activity change, negative = inhibition, actives largely listed as inhibitors. actives 0.01% (n = 330,000). AID 463254, 2010;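 further: potency means the concentration at half of the fitted maximal effect; plate controls were DMSO wells for no effect and full inhibition by NEM control for full effect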
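USP2 core (10nM final) preincubated 30min RT with compound in 20mM Tris-HCl pH 8.0, 2mM CaCl2, 2mM beta-mercaptoethanol, 0.05% CHAPS; 25nM Ub-CHOP2 plus 25nM reporter substrate added, fluorescence (Ex485/Em531) read after 60min.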
Eya2 phos inh – qHTS Assay for Inhibitors of the Phosphatase Activity of Eya2. actives 0.006% (n = 330,000). AID 488837, 2010. Potency, µM (titrated, usually from 76.9 µM), inactives show top-dose activity, negative = inhibition, most hits filed as inhibitors. recombinant Eya2, OMFP fluorescence dephosphorylation (OMFP is methylfluorescein phosphate); further: potency means the concentration at half of the fitted maximal effect
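Eya2 protein (added as 0.2 uM solution) was preincubated with compound for 10 min at ambient temperature in 50 mM HEPES pH 7.5, 50 mM NaCl, 5 uM MgCl2, 0.05% BSA, 1 mM DTT. OMFP (added at 50 uM) then reacted 10 min; fluorescence read at 485/525 nm.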
Coupling enz – qHTS Assay for Inhibitors of Fructose-1,6-bisphosphate Aldolase from Giardia Lamblia: Coupling assay counterscreen; actives 0.67% (n = 290,000); activity change, negative = inhibition, % at 58.2 µM, hits read low; coupling enzyme system counterscreen, AmpLite Red fluorescence; in the data active means activity change below about -30%
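Fluorescence at 525 nm excitation and 598 nm emission measured inhibition of the coupled detection system without aldolase. Compounds (at 57.5 uM final) were preincubated 10 min at room temperature with coupling enzyme reagent before a 20 min substrate/AmpLite Red step.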
PKM2 activator – qHTS Assay for Activators of Human Muscle isoform 2 Pyruvate Kinase; purified PKM2, Kinase-Glo ATP luminescence, activation; response scale: 0% is enzyme alone, no compound; Potency, µM (top dose mostly 57.5 µM), for inactives: top-dose activation, usual class: activators; Pyruvate kinase PKM (Homo sapiens), P14618; actives 0.34% (n = 260,000); further: potency means the concentration at half of the fitted maximal effect; nearly all actives have a fitted effect of over 55% in size
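Purified hPK-M2 (>95% pure) converted ADP (0.1 mM final) to ATP with 0.5 mM PEP in 50 mM imidazole pH7.2, KCl, MgCl2, Tween 20, BSA; 1 h at room temperature. ATP detected by Kinase-Glo luminescence.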
KCNH2 3.1 inh – qHTS for Inhibitors of KCHN2 3.1: Mutant qHTS; Potassium voltage-gated channel subfamily H member 2, brain isoform KCNH2 3.1 (human); U2OS KCNH2 3.1, thallium flux FluxOr; hits give low values; activity change, % (tested at about 1.8 µM); actives 0.95% (n = 340,000); AID 720553, 2013;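 active means maximum activity change below -70%; inconclusive means maximum activity change from -70% to -50%; inactive means maximum activity change above -50%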;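 further: thallium influx rate constant from kinetic fluorescence after stimulation buffer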
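FluxOr-based Tl+ influx in U2OS cells transduced with KCNH2 3.1 virus; rate constants normalized to DMSO controls.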
uPA generation – qHTS for Inhibitors of Cell Surface uPA Generation; cell surface uPA generation assay, qHTS; Potency, µM (top dose mostly 38.3 µM), without a hit: top-dose activity change, negative = inhibition, hits mostly inhibitors; actives 0.31% (n = 330,000); AID 540303, 2011; active means well fitted inhibition curve with a large enough effect; inconclusive means small, poorly fitted or top-dose-only effect; inactive means no such curve, though single readings can be large or run the other way; tested in mouse RAW 264.7 cells; further: potency means the concentration at half of the fitted maximal effect; nearly all actives have a fitted effect of over 55% in size
GALK inh – qHTS Assay for Inhibitors of Human Galactokinase (GALK); Potency, µM (series often up to 57.5 µM), inactives show at the highest dose activity change, negative = inhibition, actives largely listed as inhibitors; actives 0.007% (n = 270,000); Purified GALK, Kinase-Glo residual ATP luminescence; further: potency means the concentration at half of the fitted maximal effect
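Kinase-Glo Plus luminescence measured ATP left after a 1 h room-temperature reaction. The reaction used 5 nM GALK, 100 uM galactose and 35 uM ATP at pH 8.0 (20 mM HEPES, 5 mM MgCl2, 60 mM NaCl, 1 mM DTT, 0.01% BSA).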
Giardia killer – Small Molecules that selectively kill Giardia lamblia: qHTS; Giardia lamblia trophozoite viability; activity change, % at 7.66 µM, hits read low; actives 0.15% (n = 340,000); in the data active means activity change below about -80%; inconclusive means between about -30% and that limit;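 further: parasites exposed to compound for two days anaerobically before the ATP read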
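Anaerobic 48 hrs incubation at 37 deg C of 100 trophozoites/well with test compounds; ATPLite 1-Step luminescence, 15-30 min RT, reports cellular ATP as viability.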
B2AR arrestin – qHTS assay of beta-arrestin-biased ligands of beta2-adrenergic receptor. actives 0.02% (n = 330,000). Beta-2 adrenergic receptor (Homo sapiens), P07550. beta-arrestin recruitment to beta2AR, cell-based reporter. Potency, µM (top dose mostly 46.1 µM), for the others: top-dose activation, actives largely listed as activators;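 further: potency means the concentration at half of the fitted maximal effect; 0% = DMSO controls and full agonism = EC100 isoproterenol or metaproterenol; nearly all actives have a fitted effect of over 65% in size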
Chronic BCR inh – qHTS Assay to Find Inhibitors of Chronic Active B-Cell Receptor Signaling. ABC-DLBCL IkBa-CBG/CBR reporter, luminescence ratio, 4 h. Potency, µM (top dose mostly 46.1 µM), inactives show at the highest dose ratio change, negative = lower green/red ratio, usual class: inhibitors. actives 0.05% (n = 340,000); active means well fitted inhibition curve with a large enough effect in the signal ratio, with a control signal flat, not every such curve was filed as active; inconclusive means small, poorly fitted or top-dose-only effect, or effect the other way, or a change in a side signal; the % refers to the signal ratio;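 further: potency means the concentration at half of the fitted maximal effect; plate controls were basal doxycycline-induced cells for no effect and cells given 10 µM MG132 for full effect; MG132 reads +100%, hits lower the ratio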
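TMD8 human ABC-DLBCL cells with doxycycline-inducible IκBα–green luciferase fusion and unfused red luciferase, in 0.5% FBS medium; compounds up to 46 uM, 4 h at 37C. Green/red luminescence ratio, filter-overlap corrected, fitted to concentration-response curves.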
Numbers without * were called inactive; u = inconclusive; x = no result given; & = joins results of further samples. Unless noted, the call rests on the fitted dose curve; in most records, active means well fitted curve in the direction sought with a large enough effect; inconclusive means small, poorly fitted or top-dose-only effect, or another doubt; inactive means no such curve, though single readings can be large; an effect the other way counts as inactive or inconclusive. Unless noted, on the % scale 0 is the no-effect control and ±100 the full control effect. Compounds were not picked by outcome, and some 2.4% of all compounds hit somewhere here.

item	compound	KCNH2 WT inh	USP2a block	Eya2 phos inh	Coupling enz	PKM2 activator	KCNH2 3.1 inh	uPA generation	GALK inh	Giardia killer	B2AR arrestin	Chronic BCR inh
1	O=[N+]([O-])c1ccc2c(c1)ncn2-c1ccccc1	1	4%	23%	-6	-6%	-3	-1%	x	10	-1.4%	8%
2	CCN(CC)c1ccc(NC(=O)CCNC(=O)c2ccco2)cc1	-4	-1%	-1%	4	0%	8	3%	1%	2	-0.2%	0%
3	CCC(C(=O)Nc1cccnc1Cl)c1ccccc1 (stereo not given)	-4	-1%	9%	1	1%	11	21%	-1%	14	-0.3%	-1%
4	COC(=O)[C@@H]1C[C@@]2(O)[C@@H](O)[C@@H](O)[C@@H](O)C[C@H]2N1Cc1ccc(-c2ccccc2)cc1	-8	-2%	8%	-1&3	-3%&6%	3	-5%	0%	-4	-0.6%	-15%
5	Cc1nccn1-c1ccc(C=O)cc1	x	0%	-1%	1	-14%	17	-11%	0%	19	0.2%	1%
6	O=C(COC(=O)c1ccc([N+](=O)[O-])s1)Nc1ccc(Cl)cn1	1	4%	-5%	-2	7%	29	0%	0%	26	3.1%	u
7	O=C(c1cc2cc(Br)ccc2oc1=O)N1CCN(c2ccccn2)CC1	-16	-2%	-9%	0	-1%	3	-1%	4%	-4	0.1%	u
8	Cc1ccccc1NC(=O)CN1CCN(C)CC1	3	0%	-4%	1	x	4	5%	-1%	3	-0.2%	-1%
9	C=CCn1c(C)cc(C(=O)CSc2nc3ccccc3[nH]2)c1C	9	1%	-5%	0	0%	8	x	-3%	-3	0.0%	u
10	N#Cc1cnc(Sc2ccccc2)nc1	1	2%	-8%	-1	3%	-8	-9%	5%	-5	-0.2%	4%
11	NS(=O)(=O)c1ccc(N=Nc2c(O)c(C(=O)O)cc3ccccc23)cc1	4	u	-9%	-21	-7%	4	-15%	1%	-6	-0.8%	u
12	COc1ccccc1Nc1nnc(SCC(=O)Nc2cc(C)on2)s1	-9	-1%	-11%	0	-8%	-1	-2%	-3%	-2	-0.1%	u
13	O=C(CCNC(=O)c1ccccc1)NNC(=O)COc1ccccc1Cl	-5	-7%	-11%	x	x	-1	1%	x	-6	0.2%	3%
14	Cc1ccc(C(=O)C(C)OC(=O)CCN2C(=O)C3C4C=CC(C5CC45)C3C2=O)cc1 (stereo not given)	-10	-2%	-1%	x	0%	1	u	-5%	-2	-0.2%	u
15	CCc1cc(C(=O)NNC(=S)Nc2ccccc2C)cs1	0	-13%	2%	-2	-20%	1	-5%	-2%	3	12%	u
16	Cc1ccc(S(=O)(=O)N2CCN(c3nn(C)c(=O)n(C)c3=O)CC2)cc1C	1	-3%	10%	x	x	-1	-5%	x	-4	-0.1%	-1%
17	CSCC[C@H](NC(=O)Cc1c(C)c2c(cc(C)c3c(C)coc32)oc1=O)C(=O)O	9	9%	5%	-3	x	6	-6%	-5%	-7	-1.1%	4%
18	Cc1ccc(-c2cc(C(=O)N/N=C/c3c(C)nn(C)c3C)c3ccccc3n2)c(C)c1	-8	-3%	4%	2	1%	4	4%	0%	4	0.2%	-4%
19	CC1CCCC(NC(=O)COC(=O)CCc2ccccc2)C1C (stereo not given)	1	1%	-4%	-1	-2%	4	1%	1%	-10	-0.2%	0%
20	c1ccc2c(c1)nc(NCc1ccc3c(c1)OCO3)n2CCN1CCOCC1	7	3%	-5%	-4	-1%	-31	-21%	4%	-12	0.2%	u
21	Cc1cnc(C(=O)OCC(=O)N2c3ccccc3NC(=O)C2(C)C)cn1	1	1%	4%	1	-3%	-11	-2%	0%	8	-0.3%	1%
22	CC(=NCCc1ccccc1)C1=C(O)CSC1=O	2	1%	15%	-1	-2%	3	-4%	0%	-2	-0.4%	-1%
23	CS(=O)(=O)N(CC(=O)NCc1ccccc1Cl)c1cccc([N+](=O)[O-])c1	1	0%	-5%	0	-2%	3	2%	-1%	0	2.0%	0%
24	COc1ccc(CC(=O)N2CCCC2)c(OC)c1	4	-1%	0%	-2	x	10	5%	-1%	-7	0.1%	3%
25	COc1cccc(OC)c1C(=O)N1CCN(c2c(Cc3ccccc3)c(C)nc3ncnn23)CC1	21	1%	11%	5	0%	19	-11%	6%	0	-0.1%	-1%
26	COc1cc(C(=O)NCC(=O)Nc2ccc(F)c(F)c2)ccc1OCC(=O)N1CCOCC1	-6	-1%	4%	x	x	15	-1%	x	-10	0.1%	-13%
27	OC1(c2ccccc2F)CCN(Cc2nnnn2CCc2ccccc2)CC1	-19	-1%	-5%	5	-3%	5	7%	2%	-13	0.0%	-12%
28	Clc1cc(Br)ccc1NCc1cccnc1	-7	0%	-15%	0	x	-7	-9%	10%	18	-0.4%	u
29	O=C(O)c1ccc(CN2CCCCC2)o1	7	-1%	6%	5	-6%	6	5%	4%	3	0.1%	-1%
30	C/C(=N\NC(=O)c1cc(C2CC2)nc2ccccc12)c1ccc(O)cc1O	-2	-1%	-5%	3	-1%	14	-10%	7%	10	0.1%	u
31	CCC(C)[C@H](NC(=O)NC1CCCc2ccccc21)C(=O)OC (stereo not given in full)	-2	0%	8%	-2	3%	6	14%	x	0	-0.2%	-2%
32	O=C(CSc1nnc(-c2cccnc2)n1-c1ccc(F)cc1)NCc1ccc2c(c1)OCO2	36	3%	1%	2	-2%	-6	-4%	-1%	6	-0.3%	-14%
33	Cc1cc(C)nc(SCC(=O)Oc2ccc3oc(=O)cc(C)c3c2)n1	-7	2%	-2%	1	3%	-1	-3%	2%	-16	0.0%	-1%
34	COC(=O)c1cccc(NC(=O)c2cnoc2C)c1	5	-1%	3%	3	1%	15	-2%	0%	-5	-0.6%	1%
35	O=C1CC(N(Cc2ccc3c(c2)OCO3)C(=O)Nc2ccc(F)cc2)C(=O)N1c1ccccc1 (stereo not given)	11	0%	-11%	0	2%	-6	-2%	0%	-15	-0.2%	u
36	Cc1cc(C)n(-c2nc(Nc3ccccc3C)nc(-n3nc(C)cc3C)n2)n1	x	3%	7%	x	-2%	x	x	-3%	x	-1.1%	u
37	O=C(O)c1ccc(OCC2CCCO2)cc1 (stereo not given)	1	0%	-9%	4	-2%	15	-1%	4%	11	-0.3%	0%
38	COC(=O)Nc1ccc(Cc2ccncc2)cc1	-12	-1%	2%	-2	-1%	0	-1%	0%	4	-0.8%	-6%

Ordered by the number under PKM2 activator (smallest number first): some entries from above
cpd | Compound | PKM2 activator
11 | NS(=O)(=O)c1ccc(N=Nc2c(O)c(C(=O)O)cc3ccccc23)cc1 | -7%
21 | Cc1cnc(C(=O)OCC(=O)N2c3ccccc3NC(=O)C2(C)C)cn1 | -3%
32 | O=C(CSc1nnc(-c2cccnc2)n1-c1ccc(F)cc1)NCc1ccc2c(c1)OCO2 | -2%
7 | O=C(c1cc2cc(Br)ccc2oc1=O)N1CCN(c2ccccn2)CC1 | -1%
34 | COC(=O)c1cccc(NC(=O)c2cnoc2C)c1 | 1%
31 | CCC(C)[C@H](NC(=O)NC1CCCc2ccccc21)C(=O)OC (stereo not given in full) | 3%

Quoted at random: two compounds from above
item	compound	KCNH2 WT inh	USP2a block	Eya2 phos inh	Coupling enz	PKM2 activator	KCNH2 3.1 inh	uPA generation	GALK inh	Giardia killer	B2AR arrestin	Chronic BCR inh
33	Cc1cc(C)nc(SCC(=O)Oc2ccc3oc(=O)cc(C)c3c2)n1	-7	2%	-2%	1	3%	-1	-3%	2%	-16	0.0%	-1%
30	C/C(=N\NC(=O)c1cc(C2CC2)nc2ccccc12)c1ccc(O)cc1O	-2	-1%	-5%	3	-1%	14	-10%	7%	10	0.1%	u
